# Screens from PubChem BioAssay.
# PglD DTNB – C. jejuni PglD acetyltransferase inhibitors, primary screen, biochemical, DTNB colorimetric, single point | purified PglD enzyme, DTNB colorimetric CoA detection | inhibition, % at 12.5 µM | 360,000 compounds, 0.098% hits | AID 602405, 2012; in the data active = inhibition above about 16%, passing the limit was not always enough; note: strong numbers were not always called active
# The depositor's hits bear a star.
SMILES,PglD DTNB
O=C(CNC(=O)c1ccc2c(c1)OCO2)N/N=C(Br)/C=C/c1ccccc1,6
O=C(Nc1nc2ccccc2n1CCN1CCOCC1)c1cn(-c2ccccc2)nc1-c1ccccc1,-3
COc1cc(/C=N/OCC(=O)NC2CCCCC2)ccc1OCc1ccccc1,-3
CCN(CC)c1ccc(N2C(=O)/C(=C/c3cccnc3)SC2=S)cc1,8
COc1ccc(NC(=O)c2ccccc2[N+](=O)[O-])cc1,-9
COc1cc(C(=O)N2CCC(NC(=O)C(Cc3ccc(C(C)C)cc3)NC(C)=O)CC2)cc(OC)c1OC (stereo unspecified),7
Cc1cccc(NC(=S)NC(NC(=O)c2ccco2)C(Cl)(Cl)Cl)c1 (stereo unspecified),-3
CCN1CCN(C(=O)CSc2cc(=O)n(CC)c3ccccc23)CC1,-1
Cc1ccccc1N1CCN(S(=O)(=O)Cc2ccccc2)CC1,-4
CCn1c(=S)sc2c(=O)n(-c3ccccc3)c(SC)nc21,-4
CCOc1ccccc1Nc1nnc(SCC(=O)Nc2cc(C)on2)s1,-1
CCOC(=O)c1c(NC(=O)CCl)sc(C(=O)N(CC)CC)c1C,-1
CNc1nc(C)c(C#N)c(-c2ccccc2)c1C(C)=O,6
c1ccc(CN2CCN(C3=Nc4cccc5cccc3c45)CC2)cc1,1
CCOC(=O)c1ccc(NS(=O)(=O)CC)cc1,4
CC(C)=NN/C(N)=N/C(=S)Nc1ccc(C)cc1,-7
CCS(=O)(=O)N1N=C(c2ccc(NS(C)(=O)=O)cc2)CC1c1ccccc1 (stereo unspecified),2
NS(=O)(=O)c1ccc(NC(=S)NCc2ccc(Cl)cc2)cc1,-4
Cc1cnc(NC(=O)CN2CCN(c3ccccc3F)CC2)s1,0
O=C1c2ccccc2C(=O)N1CCCc1c[nH]c2ccc(Cl)cc12,-6

# 17 structures already listed, sorted by SMILES length, high to low.
SMILES,PglD DTNB
COc1cc(C(=O)N2CCC(NC(=O)C(Cc3ccc(C(C)C)cc3)NC(C)=O)CC2)cc(OC)c1OC (stereo unspecified),7
O=C(Nc1nc2ccccc2n1CCN1CCOCC1)c1cn(-c2ccccc2)nc1-c1ccccc1,-3
CCS(=O)(=O)N1N=C(c2ccc(NS(C)(=O)=O)cc2)CC1c1ccccc1 (stereo unspecified),2
O=C(CNC(=O)c1ccc2c(c1)OCO2)N/N=C(Br)/C=C/c1ccccc1,6
Cc1cccc(NC(=S)NC(NC(=O)c2ccco2)C(Cl)(Cl)Cl)c1 (stereo unspecified),-3
CCN(CC)c1ccc(N2C(=O)/C(=C/c3cccnc3)SC2=S)cc1,8
COc1cc(/C=N/OCC(=O)NC2CCCCC2)ccc1OCc1ccccc1,-3
O=C1c2ccccc2C(=O)N1CCCc1c[nH]c2ccc(Cl)cc12,-6
CCN1CCN(C(=O)CSc2cc(=O)n(CC)c3ccccc23)CC1,-1
c1ccc(CN2CCN(C3=Nc4cccc5cccc3c45)CC2)cc1,1
CCOc1ccccc1Nc1nnc(SCC(=O)Nc2cc(C)on2)s1,-1
COc1ccc(NC(=O)c2ccccc2[N+](=O)[O-])cc1,-9
Cc1ccccc1N1CCN(S(=O)(=O)Cc2ccccc2)CC1,-4
Cc1cnc(NC(=O)CN2CCN(c3ccccc3F)CC2)s1,0
CNc1nc(C)c(C#N)c(-c2ccccc2)c1C(C)=O,6
CC(C)=NN/C(N)=N/C(=S)Nc1ccc(C)cc1,-7
CCOC(=O)c1ccc(NS(=O)(=O)CC)cc1,4

# New compounds follow
SMILES,PglD DTNB
O=c1[nH]cnc2c1C1(CCCC1)Cc1ccccc1-2,-3
COc1ccc(C2C(C#N)=C(N)Oc3c2oc(CO)cc3=O)c(OC)c1OC (stereo unspecified),-5
CCCC(=NCCc1c(C)[nH]c2ccccc12)C1=C(O)CC(c2ccccc2)CC1=O (stereo unspecified),3
COCCN(C(=O)Cn1nnc2ccccc21)C(C(=O)NC1CCCCC1)c1ccc(OC)cc1OC (stereo unspecified),-4
FCCCOc1ccc(/C=N/OCc2c(Cl)cccc2Cl)cc1,-1
Nc1c(C(O)(C(F)(F)F)C(F)(F)F)cc(C(O)(C(F)(F)F)C(F)(F)F)c2ccccc12,-3
CCOC(=O)c1c(NC(=O)CN2C(=O)NC3(CCCCC3)C2=O)sc(C)c1-c1ccc(C)cc1,-2
O=C(CC(=O)NN=C1CCCC1)NCCc1ccccc1,0
O=C(Nc1ccccc1C(F)(F)F)c1cccnc1,5
O=C(CCc1ccc(S(=O)(=O)N2CCOCC2)cc1)Oc1ccccc1,-2
O=C(COC(=O)c1ccc([N+](=O)[O-])s1)NCc1ccccc1,0
CCOc1ccc(/C(O)=C2/C(=O)C(=O)N(c3cc(C)on3)C2c2ccc(C(=O)OC)cc2)cc1 (stereo unspecified),0
CCOC(=O)C1CCN(Cc2nc(-c3ccc(OC)c(OC)c3)no2)CC1,-3
O=C(CNS(=O)(=O)c1ccc2ccccc2c1)OCc1nnc(-c2ccccc2)o1,34*
CCOC(=O)c1sc2ccccc2c1OC(=O)c1ccccc1,-5
Cc1cccc(Cc2cnc(NC(=O)c3ccc(C)o3)s2)c1,9
COC(=O)[C@H](C)NC(=O)NCc1ccccc1F,-5
COC(=O)C1=NNC2(c3ccc(Cl)cc3)C(=O)N(c3ccc(Cl)cc3)C(=O)C12 (stereo unspecified),0
Clc1ccc(C(c2nnnn2CCc2ccccc2)N2CCSCC2)cc1 (stereo unspecified),4
COc1ccc(N(CC(=O)NCc2ccco2)S(C)(=O)=O)cc1OC,4
CCS(=O)(=O)N1CCN(S(=O)(=O)c2ccccc2)CC1,-3
Cc1ccc(NC(=O)OCc2cn(-c3ccc(Cl)cc3)nn2)cc1,-2
CCCCn1c2nc3ccccc3nc2c2c(=O)n(CCC)cnc21,-4
COC(=O)c1ccc(OCc2nc(N)nc(N3CCOCC3)n2)cc1,-4
CNCCCOc1cccc(OC(C)C)c1,-10
Cc1cccc(NCc2ccccc2O)c1,0
CC(=O)c1ccc(N2CCN(c3ccc(C(F)(F)F)cn3)CC2)cc1,-3
COc1ccc(S(=O)(=O)NC(C(C)C)C(C)C)cc1OC,0
CCOC(=O)C1CCN(CCC(=O)Nc2ccccc2)CC1,2
CCOc1cc(CNn2cnnc2)cc(Br)c1OCC(=O)NC1CCCCC1,-1
CCC1CCCCN1c1nc2c(C=O)c(C)nn2c2ccccc12 (stereo unspecified),1
O=C(N/N=C/c1ccc(O)cc1)c1csc2ccccc12,-1
Cc1nc(-c2ccccc2)sc1C(=O)CSc1ccccc1,0
CC(=O)N1CCc2cc(S(=O)(=O)CCC(=O)N3CCN(C(=O)c4ccco4)CC3)ccc21,4
CCOC(=O)C1=C(N)n2c(s/c(=C\c3cccs3)c2=O)=C(C(=O)OCC)C1c1cccs1 (stereo unspecified),-1
CNC(=O)CC1C(=O)N(C)C(=S)N1NC(=O)c1ccc(Cl)cc1 (stereo unspecified),0
CC1(C)CC(n2c(=S)[nH]c3ccccc3c2=O)CCO1 (stereo unspecified),-1
COc1ccc(CCn2c(C)cc3c(c2=O)C(c2ccc4c(c2)OCO4)C(C#N)=C(N)O3)cc1OC (stereo unspecified),-4
COc1ccccc1N1CCN(C(=O)C2CCC(Cn3c(=S)[nH]c4ccccc4c3=O)CC2)CC1 (stereo unspecified),1
CCOC(=O)CSc1nc2ccccc2c(=O)n1C1CCCC1,-2
COc1ccc(NC(=O)C2Cc3ccccc3CN2C(=O)c2ccccc2)cn1 (stereo unspecified),-7
CCC(C)c1c(O)nc(SCC(=O)Nc2ccccc2)[nH]c1=O (stereo unspecified),1
O=C(Nc1nc(-c2ccccc2)cs1)c1cccc(S(=O)(=O)N2CCN(Cc3ccccc3)CC2)c1,5
Cc1ccc(Nc2ccc(NCc3ccccc3)nn2)cc1C,5
Cc1cc2n(n1)C(c1sccc1C)Nc1c(C)cccc1-2 (stereo unspecified),4
CCN(CC(=O)Nc1ccccc1OC)C(=O)C1CC2C=CC1C2 (stereo unspecified),-4
Cc1cccc(N2CCN(C(=O)c3ccc4nc(-c5ccco5)c(-c5ccco5)nc4c3)CC2C)c1 (stereo unspecified),1
Cc1cc(NC(=O)c2ccoc2C)no1,-1
CSC(=Nc1ccc(Cl)cc1)N[n+]1ccccc1,6
Cc1ccccc1CCN(C(=O)CN1C(=O)c2ccccc2S1(=O)=O)C(C(=O)NCC1CCCO1)c1ccncc1 (stereo unspecified),-3
O=C(COC(=O)c1ccc([N+](=O)[O-])s1)Nc1ccccc1,8
COc1ccc(S(=O)(=O)Nc2nc3ccccc3nc2NCc2ccc3c(c2)OCO3)cc1,2
COc1ccccc1OCCCn1c(=O)oc2ccc(C)cc21,3
COC(=O)c1ccc(C(=O)OCc2nc3cc4ccccc4cc3[nH]2)cc1,-6
Cc1ccc(C)c(N2CN(Cc3ccco3)CNC2=S)c1,-7
CC(C)(CSc1ccccn1)NS(=O)(=O)c1ccc(Cl)cc1,6
O=C(c1cc(-c2ccncc2)nc2ccc(Br)cc12)N1CCN(c2ccccn2)CC1,-11
CCCOc1ccc2oc(=O)c3c(c2c1)CCCN3C(=O)CN1CCc2ccccc2C1,-2
CSc1nc(=NC(C)=O)ss1,2
C=CCc1c(C)nc(-c2ccccc2)nc1N/N=C(\C)c1ccc(N)cc1,-7

# The listing continues.
SMILES,PglD DTNB
O=C(NCC1CCCO1)c1sc2ccccc2c1Cl (stereo unspecified),1
CCOC(=O)N1CCN(c2nc(-c3ccc(F)cc3)cs2)CC1,1
O=C(NCC(c1cccs1)N1CCOCC1)c1ccco1 (stereo unspecified),3
COc1c(F)c(F)c(C(=O)Nc2ccc(NC(=O)c3ccco3)cc2)c(F)c1F,-3
Cc1cc(=O)[nH]c(SCC(N)=O)c1C#N,8
O=C(Nc1cccc(-c2nc3ccccc3o2)c1)c1ccc(N2C(=O)C3C4C=CC(C4)C3C2=O)cc1 (stereo unspecified),4
Cc1ccc(S(=O)(=O)NC2OC(=O)C(Cl)=C2Cl)cc1 (stereo unspecified),-6
Cc1cc(C(=O)Nc2nnc(C3CCCCC3)s2)no1,-2
Fc1ccc(CSc2nnc(-c3cnccn3)n2Cc2ccco2)cc1,5
O=C(C1CC1)N1CCN=C1SCc1ccc(Cl)cc1,-2
Cc1ccccc1-c1nnc(-c2ccccc2C)o1,12
CCOC(=O)c1nn(-c2cccc(Cl)c2)c2nc(Nc3ccccc3)cc(=O)n12,-6
Cc1ccc(NC(=O)CCN2C(=O)CSC2=O)c(C)c1,-9
Nc1nnc(CSCc2ccc(F)cc2)s1,3
CCn1ccc(C(=O)Nc2ccc3c(c2)CCC3)n1,17
CN(C)S(=O)(=O)c1ccc(Cl)c(NC(=O)COC(=O)CN2C(=O)NC(C)(C)C2=O)c1,-3
Cn1nnnc1SCC(=O)Nc1ccccc1[N+](=O)[O-],-4
O=C(O)CSc1nnc(Cn2cnc3ccccc32)n1CCc1ccccc1,1
COc1ccc(C2Cc3ccccc3C(=O)O2)cc1 (stereo unspecified),2
O=S1(=O)N=CN(Cc2cccc(F)c2)c2ccccc21,-3
COc1ccc2oc(=O)c(-c3csc(Nc4cccc(O)c4)n3)cc2c1,3
O=C(/C=C/c1c[nH]c2ccccc12)c1ccccc1,-7
O=C1CC(=O)N(CCc2ccc(F)cc2)C(=O)N1,-4
FC(F)(F)c1cc(-c2ccco2)nc(-n2cnc3ccccc32)n1,-4
O=S(=O)(c1cccc(-c2nc3n(n2)Cc2ccccc2-3)c1)N1CCCCC1,0
CCN(CC)C(=O)CN1C(=O)C2CC=C(Cl)CC2C1=O (stereo unspecified),-6
CCCCCC1CC1C(=O)N/N=C/c1ccc(N(C)C)cc1 (stereo unspecified),3
CCN(CC)c1ccc(-c2nnc(SCC(=O)Nc3ccccc3C#N)n2-c2ccccc2)cc1,-2
O=C(COC(=O)CCOc1ccccc1)Nc1ncc(Cl)cc1Cl,-7
CCN1CCN(C(=S)Nc2ccc([N+](=O)[O-])cc2)CC1,0
CCCCOC(=O)Nc1ccccc1C(N)=O,2
CC1(c2ccccc2)CC(c2ccccc2)=Nc2ccccc2N1 (stereo unspecified),-3
COc1ccc(C2=NN(CN3C(=O)C(=O)c4ccccc43)C(c3ccc(C)cc3)C2)cc1 (stereo unspecified),5
c1ccc(C2(Cn3ccc4ccccc43)OCCO2)cc1,1
O=C(CN(Cc1ccccc1)S(=O)(=O)c1cccc(C(F)(F)F)c1)NC1CCCCC1,-1
COc1cc(C(=O)N(Cc2ccc(N(C)C)cc2)C2CCS(=O)(=O)C2)cc(OC)c1OC (stereo unspecified),-1
Cc1cc(C)n(Cc2ccc(C(=O)Nc3cccc(Br)c3)o2)n1,-5
Cc1cc(C)c2cccc(NC(=S)NC(=O)c3ccccc3)c2n1,-7
CN(C)c1ccc(C2=NOC(CN3C(=O)c4ccccc4S3(=O)=O)C2)cc1 (stereo unspecified),5
COc1cccc(-c2nnc(SCc3ccccn3)n2C)c1,-1
Cc1cc(C)n2c(SCc3cccs3)nnc2n1,-2
Cc1csc(SCC(=O)O)n1,-5
COc1ccc(/C=N/NC(=O)c2ccc(Br)o2)cc1Cn1cc([N+](=O)[O-])cn1,-1
COc1ccc2c(c1)CCc1c(C(=O)N3CC4(C)CC3CC(C)(C)C4)noc1-2 (stereo unspecified),4
Cc1cccc(NC(=O)CSc2nnc(CNC(=O)c3ccc(S(=O)(=O)N(C)C)cc3)n2-c2ccccc2)c1,-2
C1CCc2nnc(-c3nnc4n3CCCCC4)n2CC1,-1
O=C(CN1C(=O)c2ccccc2C1=O)c1ccccc1,0
CCC(C)(C)n1nnnc1CN1CCC(O)(c2cccc(C(F)(F)F)c2)CC1,6
COC(=O)[C@H](Cc1ccccc1)NC(=O)N1CC(C)OC(C)C1 (stereo partly specified),1
O=C(Oc1cc2oc(=O)c3c(c2cc1Cl)CCCC3)c1ccco1,1
Clc1cccc(Cl)c1-c1nnc2cccc(Cl)n12,-4
O=C(O)c1c(Cl)c(Cl)c(Cl)c(Cl)c1C(=O)N1CCOCC1,10
Cc1cccc(-n2cnc3cc(C(=O)N4CCCCC4)ccc32)c1,-9
O=c1cc(O)c2c(=O)n(-c3ccccc3)c3c(c2o1)CCCCC3,-4
Cc1ccc2[nH]c3c(N4CCOCC4)ncnc3c2c1,3

# No new results follow: 2 of the compounds above.
SMILES,PglD DTNB
O=c1cc(O)c2c(=O)n(-c3ccccc3)c3c(c2o1)CCCCC3,-4
Cc1ccc2[nH]c3c(N4CCOCC4)ncnc3c2c1,3

# Some of the compounds tested, so the mix of outcomes need not match the whole.
